Assay outcomes (PubChem)
DDE Tn7 FP inh: inhibitors of Tn7 peptide binding to human fibrin DD(E) | inhibition, % at 8.3 µM | FP displacement of FITC-Tn7 peptide from fibrin DD(E); 0% = median of compound wells per plate | P02675 | AID 720508 | hit rate 0.13% among 370,000;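 active means inhibition above the mean of compounds falling within the control limits plus 3 SD of them, cut at about 14% in these data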;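 further: 0% = plate median of compound wells and 100% = 10 µM Aha-Tn7 peptide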
Target sequence (P02675 whole entry, looked up): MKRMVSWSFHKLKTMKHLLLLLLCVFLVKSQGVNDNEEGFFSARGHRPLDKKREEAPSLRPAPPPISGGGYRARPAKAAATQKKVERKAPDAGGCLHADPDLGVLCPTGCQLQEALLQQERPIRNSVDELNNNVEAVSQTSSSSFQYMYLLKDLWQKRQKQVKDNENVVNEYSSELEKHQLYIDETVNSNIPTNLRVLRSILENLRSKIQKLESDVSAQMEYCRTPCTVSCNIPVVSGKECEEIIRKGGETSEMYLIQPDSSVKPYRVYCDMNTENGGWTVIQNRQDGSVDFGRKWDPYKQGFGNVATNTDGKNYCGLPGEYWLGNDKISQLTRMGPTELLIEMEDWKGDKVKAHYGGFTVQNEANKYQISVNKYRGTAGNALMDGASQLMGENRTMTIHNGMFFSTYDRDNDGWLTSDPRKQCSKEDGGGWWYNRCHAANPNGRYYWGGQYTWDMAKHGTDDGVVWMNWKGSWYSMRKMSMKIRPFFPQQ
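Test system – human fibrin DD(E) · Times – 10 min preincubation, 3 h with tracer, room temperature · Detection – fluorescence polarization of the labelled Tn7 tracer · Measure – percent inhibition normalized to high-control wells · Benchmarks – high control wells with 10 µM unlabelled Aha-Tn7 peptide (full inhibition) · Repeats – singlicate testing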
TCR CD3 inh: inhibitors of human TCR-CD3 interaction. TAMRA-labeled TCR probe fluorescence, biochemical. inhibition, % at 9.4 µM. hit rate 0.37% among 360,000; in the data active means inhibition above about 19%;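 further: recombinant mutant TCR 2C K166C tagged with TAMRA read by polarization; 0% = receptor in buffer alone and 100% = receptor with positive control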
SIAE primary: blocks human sialic acid acetylesterase. Q9HAT2. SIAE FP-Rh probe binding, fluorescence polarization. inhibition, % at 9.66 µM. hit rate 0.69% among 370,000. AID 1053197;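 active means inhibition above a cutoff: mean of compounds within the control limits plus 3 SD of those, cut at about 17% in these data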;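 further: 0% = plate median of compound wells and 100% = probe without SIAE protein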
KLK7 zymogen act: proKLK7 (human) activation, primary screen. P49862. purified proKLK7, EDANS-DABCYL substrate fluorescence; 100% is mature enzyme control, 0% vehicle. activation, % at 7 µM. hit rate 0.9% among 370,000;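 active means activation above the mean of all tested compounds plus 3 SD, computed per campaign excluding outliers beyond control limits, cut at about 13% in these data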
UHRF1 binding: human UHRF1 methylated DNA binding inhibitors | Q96T88 | inhibition, % at 4.4 µM | UHRF1 binding to methylated oligo, TR-FRET | AID 687016 | hit rate 0.75% among 370,000; in the data active means inhibition above about 21%;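 further: UHRF1 SRA domain binding a hemimethylated CpG hairpin DNA probe; 0% = median of test compound wells and 100% = reference inhibitor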
TDP2 inh: blocks human TDP2 phosphodiesterase activity; recombinant TDP2, T5PNP hydrolysis, p-nitrophenol absorbance 415 nm; hit rate 0.34% among 370,000; O95551; inhibition, % at 12.8 µM;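 active means inhibition above the mean of all tested compounds plus 3 SD, set per campaign, cut at about 25% in these data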;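 further: 0% = DMSO with enzyme and 100% = buffer with substrate but no TDP2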
Target sequence (O95551 whole entry, looked up): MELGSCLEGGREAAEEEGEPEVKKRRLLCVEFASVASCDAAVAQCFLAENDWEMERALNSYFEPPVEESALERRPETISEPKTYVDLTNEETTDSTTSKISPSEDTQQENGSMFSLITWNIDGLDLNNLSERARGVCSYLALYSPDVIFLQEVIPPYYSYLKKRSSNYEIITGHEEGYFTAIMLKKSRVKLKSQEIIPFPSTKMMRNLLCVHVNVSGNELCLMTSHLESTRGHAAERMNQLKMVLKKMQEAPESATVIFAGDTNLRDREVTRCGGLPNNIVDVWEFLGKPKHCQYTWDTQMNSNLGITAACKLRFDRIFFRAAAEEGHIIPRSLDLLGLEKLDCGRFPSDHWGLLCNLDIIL
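System – recombinant human TDP2 · Amount – 120 nM TDP2 per well · Buffer or medium – Mg2+-containing Tris-HCl buffer, pH 7.5 · Reagent – T5PNP substrate, 5 mM · Dosing – 12.8 µM single point, 1% DMSO · Incubation – 2 h at 37 °C · Measured by – epi absorbance · Read-out basis – percent inhibition · Benchmarks – high control without enzyme, low control DMSO plus TDP2 · Repeats – singlicate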
LEDGF integ inh: blocks HIV-1 LEDGF/p75-dependent DNA integration; TR-FRET IN-LEDGF/p75 DNA integration, Eu/Cy5; inhibition, % at 3.7 µM; hit rate 0.64% among 370,000; AID 743269;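 active means inhibition above the screen-wide mean plus 3 SD, cut at about 13% in these data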;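 further: signal is the Cy5 over europium emission ratio at 671 and 618 nm; 0% = plate median of compound wells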
MBD2 DNA inh: inhibitors of human MBD2 binding to methylated oligonucleotide. TR-FRET. inhibition, % at 4.4 µM. Q9UBB5. hit rate 0.31% among 370,000; in the data active means inhibition above about 13%
Tn6 DDE FP: inhibitors of Tn6 peptide binding to human fibrin DD(E). P02675. Fibrin DD(E) TRITC-Tn6 fluorescence polarization displacement. inhibition, % at 8.3 µM. hit rate 0.21% among 370,000;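 active means inhibition above a per-campaign cutoff: mean of compounds within control limits plus 3 SD, cut at about 15% in these data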;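 further: 0% = median of all compound wells on the plate and 100% = blocking peptide control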
PRMT1 inh: inhibitors of human PRMT1. Q99873. recombinant PRMT1, activity-based probe fluorescence polarization. inhibition, % at 2.79 µM. hit rate 1.3% among 370,000. AID 652257;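 active means inhibition above about 21% made by adding two undisclosed values, limit read from the data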
The depositor's hits bear a star; x = no result given.

SMILES	DDE Tn7 FP inh	TCR CD3 inh	SIAE primary	KLK7 zymogen act	UHRF1 binding	TDP2 inh	LEDGF integ inh	MBD2 DNA inh	Tn6 DDE FP	PRMT1 inh
O=C(COC(=O)COc1ccc(Br)cc1)NCCC1=CCCCC1	2	-4	-5	-0.1	-2	3	0	0	0	1
CCn1c(CNc2nc3ccccc3n2C(C)C)nc2ccccc21	-4	8	4	0.6	-1	-4	4	-4	-3	-4
COc1ccc(-c2coc3c(C(=O)Nc4ccc(OC)nc4)cccc23)c(C)c1	5	1	-20	-0.4	0	2	-2	1	-1	3
N/C(=N\OC(=O)c1ccc(Cl)c(Cl)c1)c1ccccn1	8	4	1	-0.1	-3	3	3	-1	4	-1
COc1ccc(CN(C(=O)Cc2c[nH]c3ccccc23)C(C(=O)NC2CCCCC2)c2ccc(C)o2)cc1 (stereo unspecified)	1	4	-1	0.8	-2	0	1	2	1	-1
N#Cc1ccc(NC(=O)COC(=O)CSc2nnc(-c3ccc(Cl)cc3)o2)cc1	-5	-5	1	-0.7	11	-8	5	2	-1	-1
CCn1nnnc1NCc1cccn1C	3	-1	-6	0.2	3	-16	-1	10	-9	9
Cc1cccc(NC(=O)CCN2CCOCC2)c1	-2	-2	-1	-1.7	7	-17	0	2	-3	4
COc1ccc(CNC(=O)CN2C(=O)NC3(CCCCCC3)C2=O)cc1OC	6	-3	-7	-0.5	1	-1	-10	2	2	4
C[C@@H]1CCC(=O)N(CC[C@H](Sc2ccc(Br)cc2)c2ccccc2)CC1	-8	2	-6	1.2	-2	-19	1	0	-6	-2
CN(C)c1ccc(/C=N/NC(=O)c2cnc3ccccc3c2)cc1	1	-7	1	-0.1	3	-5	2	1	-5	-6
C/C(=N\NC(=O)c1ccccc1O)c1ccc(Br)s1	-1	4	-2	-0.7	-8	-3	4	-6	4	-1
Cc1ccc(C(=O)COC(=O)CNS(=O)(=O)c2ccc(C)cc2)cc1	-6	0	-1	-0.3	-1	9	0	-2	-6	-2
O=C(O)CCCN1C(=O)c2ccccc2Sc2ncccc21	0	-2	8	0.1	-4	0	5	3	-3	-1
CC(=O)Nc1cc2c(cc1[N+](=O)[O-])-c1ccccc1C2=NO	6	1	-11	0.2	-4	4	15*	-8	4	-2
CCOC(=O)c1cccc(NC(=O)CN(C)S(=O)(=O)c2ccc(Br)s2)c1	2	x	-3	-0.9	1	11	-4	-1	-4	3
CCOc1ccc(Br)cc1S(=O)(=O)Nc1ccc(C(=O)Nc2ccccc2OC)cc1	-5	-1	-21	-0.5	3	3	2	8	-3	3
CN(CC(=O)Nc1cccc(S(=O)(=O)N2CCCC2)c1)CC(=O)Nc1ccc(Cl)c(C(F)(F)F)c1	-7	-2	-46	-0.2	-3	5	-3	-4	0	-2
CCC(NC(=O)CCc1c(C)c2cc3c(-c4ccccc4)coc3cc2oc1=O)C(=O)O (stereo unspecified)	4	9	-6	2.4	-2	2	3	0	3	2
O=C(CCN=C1NS(=O)(=O)c2ccccc21)Nc1ccc(F)cc1Cl	4	2	2	-0.5	-3	-12	0	-3	4	0

Another view of some results above:
Order of values: DDE Tn7 FP inh | TCR CD3 inh | SIAE primary | KLK7 zymogen act | UHRF1 binding | TDP2 inh | LEDGF integ inh | MBD2 DNA inh | Tn6 DDE FP | PRMT1 inh
> COc1ccc(-c2coc3c(C(=O)Nc4ccc(OC)nc4)cccc23)c(C)c1
 : 5 | 1 | -20 | -0.4 | 0 | 2 | -2 | 1 | -1 | 3
> N/C(=N\OC(=O)c1ccc(Cl)c(Cl)c1)c1ccccn1
 : 8 | 4 | 1 | -0.1 | -3 | 3 | 3 | -1 | 4 | -1

A run of entries from further up:
SMILES	DDE Tn7 FP inh	TCR CD3 inh	SIAE primary	KLK7 zymogen act	UHRF1 binding	TDP2 inh	LEDGF integ inh	MBD2 DNA inh	Tn6 DDE FP	PRMT1 inh
COc1ccc(-c2coc3c(C(=O)Nc4ccc(OC)nc4)cccc23)c(C)c1	5	1	-20	-0.4	0	2	-2	1	-1	3
N/C(=N\OC(=O)c1ccc(Cl)c(Cl)c1)c1ccccn1	8	4	1	-0.1	-3	3	3	-1	4	-1
COc1ccc(CN(C(=O)Cc2c[nH]c3ccccc23)C(C(=O)NC2CCCCC2)c2ccc(C)o2)cc1 (stereo unspecified)	1	4	-1	0.8	-2	0	1	2	1	-1
N#Cc1ccc(NC(=O)COC(=O)CSc2nnc(-c3ccc(Cl)cc3)o2)cc1	-5	-5	1	-0.7	11	-8	5	2	-1	-1
CCn1nnnc1NCc1cccn1C	3	-1	-6	0.2	3	-16	-1	10	-9	9
Cc1cccc(NC(=O)CCN2CCOCC2)c1	-2	-2	-1	-1.7	7	-17	0	2	-3	4
COc1ccc(CNC(=O)CN2C(=O)NC3(CCCCCC3)C2=O)cc1OC	6	-3	-7	-0.5	1	-1	-10	2	2	4
C[C@@H]1CCC(=O)N(CC[C@H](Sc2ccc(Br)cc2)c2ccccc2)CC1	-8	2	-6	1.2	-2	-19	1	0	-6	-2
CN(C)c1ccc(/C=N/NC(=O)c2cnc3ccccc3c2)cc1	1	-7	1	-0.1	3	-5	2	1	-5	-6
C/C(=N\NC(=O)c1ccccc1O)c1ccc(Br)s1	-1	4	-2	-0.7	-8	-3	4	-6	4	-1
Cc1ccc(C(=O)COC(=O)CNS(=O)(=O)c2ccc(C)cc2)cc1	-6	0	-1	-0.3	-1	9	0	-2	-6	-2
O=C(O)CCCN1C(=O)c2ccccc2Sc2ncccc21	0	-2	8	0.1	-4	0	5	3	-3	-1

The results go on.
SMILES	DDE Tn7 FP inh	TCR CD3 inh	SIAE primary	KLK7 zymogen act	UHRF1 binding	TDP2 inh	LEDGF integ inh	MBD2 DNA inh	Tn6 DDE FP	PRMT1 inh
CSCCC(NS(=O)(=O)c1ccc(Cl)cc1)C(=O)OCC(=O)N1CCCc2ccccc21 (stereo unspecified)	-8	0	-1	1.2	2	0	-6	-1	-7	2
COc1ccc(CN2CCC(Oc3ccc(C(=O)N4CCCCC4)cc3)CC2)cc1C	5	2	8	0.5	-1	-3	-3	0	-1	0
COc1ccc(N(CC(=O)Nc2cc(C)ccc2OC)S(=O)(=O)c2c(C)noc2C)cc1	2	-1	-1	-0.9	-1	2	0	2	-1	-4
Cn1c(N2CCN(C(c3ccccc3)c3ccccc3)CC2)nc2ccccc21	-8	1	-6	-0.1	0	7	-1	2	-1	-3
Cc1ccc(Cn2cccc2/C=C2/C(=N)N3C=CSC3=NC2=O)cc1	3	-12	4	-0.1	0	4	1	2	1	1
Cc1ccc(F)c(S(=O)(=O)NC(=O)C2(C)CCN2C(=O)c2ccc(C3CCCCC3)cc2)c1 (stereo unspecified)	-1	-2	2	0.4	1	3	-1	0	-6	2
COn1c(SCc2ccccc2)nc2ccccc2c1=O	-1	-1	3	0.3	4	-5	-1	5	0	7
COc1ccc(C(=O)C2CCCN(Cc3cccn3-c3cccnc3)C2)cc1OC (stereo unspecified)	4	7	-6	-0.2	-1	-6	-1	0	3	-1
Cc1c(NC(=O)CC(O)(C(F)(F)F)C(F)(F)F)c(=O)n(-c2ccccc2)n1C	1	7	0	-0.2	-2	10	-2	-2	1	-2
Cc1ccc(C)c(OCCCCN2CCCCC2)c1	9	-5	-6	-0.1	2	-1	0	8	-9	8
COC(=O)[C@@]12C[C@@H](CC(=O)N3CCCCC3)C(=O)N(Cc3ccccc3)C1=CCC(C)(C)C2	-2	5	7	-0.3	-1	-2	-2	-1	-6	-3
CCN(CC)S(=O)(=O)c1ccc(C(=O)C(C#N)c2ccccn2)cc1 (stereo unspecified)	3	2	-3	-0.1	1	-7	-1	1	-4	-2
CCn1c(C)c(C(=O)O)c2cc(OC)c3ccccc3c21	4	-5	-2	-2.1	0	-3	-8	1	5	4
CC(=O)Nc1ccc(Sc2ncccc2C(=O)Nc2ccc(OC(F)(F)F)cc2)cn1	2	7	-6	-0.5	1	-2	-3	2	2	1
O=C(/C=C/c1ccccc1[N+](=O)[O-])NC1CCCC1	0	10	2	0.2	-5	8	1	-1	2	1
Cc1ccc(C2c3c(oc4ccccc4c3=O)C(=O)N2c2nnc(C(C)C)s2)o1 (stereo unspecified)	-7	7	7	-0.1	1	-3	3	-5	-6	-2
Cn1c(CNC(=O)CNC(=O)c2ccc(C(C)(C)C)cc2)cc(=O)n(C)c1=O	-1	-7	2	-0.7	7	-9	6	8	-7	4
Cc1ccsc1/C=N/NC(=O)c1nnn(-c2nonc2N)c1C(C)C	6	5	4	-0.2	-2	17	-2	0	10	0
COc1ccc(C(=O)c2coc3ccc(O)c(CN(C)C)c23)cc1	4	-6	4	0.5	-1	8	1	1	7	9
COCCCNC(=O)C(=O)Nc1ccc2c(c1)N(S(=O)(=O)c1cccs1)CCC2	2	-1	-11	0.8	3	-7	5	2	1	-3
Cc1cc(=O)[nH]c(SCC(=O)Nc2cccc(C)c2C)n1	-3	x	-1	0.5	1	-5	-3	1	0	7
N#CC1(C#N)CC(C=O)=C(N)C1(C#N)CC(=O)c1ccc(F)cc1 (stereo unspecified)	6	-16	-4	3.7	-8	-2	2	-10	14	24*
Brc1ccc(COn2ccnc2)cc1	6	6	-1	0.0	1	-12	-5	-4	6	-1
CCC(=O)Nc1ccc(C2C(=O)c3ccccc3C2=O)cc1	-9	-5	-3	2.0	1	-13	2	-1	1	-3
CCS(=O)(=O)Nc1cccc(-c2ccc3nnc(-c4cccnc4)n3n2)c1	3	3	8	2.8	3	-2	5	0	11	-3
CSc1ccccc1NC(=O)COc1ccc(Cl)cc1Cl	-3	6	0	0.3	0	4	0	2	0	1
Cc1ccsc1/C=N/NC(=O)C(=O)NCC(C)C	2	-2	4	-0.2	-1	-4	2	-4	1	3
CCOc1cc(-c2sc(Nc3ccccc3)n[n+]2C)ccc1OC	1	5	5	0.8	-2	14	-2	0	-2	-1
CC(C)(C)OC(=O)N1CCC(C(=O)Nc2ccc(C(=O)NC3CC3)cc2)CC1	-1	1	0	0.5	-2	6	-4	-2	7	-6
CCC1CCCCN1CCCNC(=O)Cn1cnc2sc(C)c(S(=O)(=O)N3CCC(C)CC3)c2c1=O (stereo unspecified)	5	1	-2	0.2	1	1	-2	1	-5	-3
Cc1ccccc1C(=NC(=O)c1ccccc1)c1ccccc1	-3	5	1	0.1	6	-13	2	2	-7	4
N#CCC(=O)Nc1ccc(C(=O)OCC(=O)Nc2ccc3ccccc3c2)cc1	0	12	-81	0.6	-1	10	2	-1	-4	0
O=C1c2ccccc2C(=O)C12OC(c1ccccc1)C1(C(=O)c3ccccc3C1=O)C2c1cccc([N+](=O)[O-])c1 (stereo unspecified)	-6	2	-2	-0.1	-3	11	-3	2	0	-2
Cc1cc(C)c(NC(=O)CNC(=O)c2ccccc2SCC(=O)N2CCCC2)c(C)c1	1	4	5	0.2	-2	-3	-2	-1	-5	5
CC(C)S(=O)(=O)c1csc(C(=O)NN)c1Cl	3	-7	7	0.7	2	-5	3	-1	-2	-2
